# SRC2 TRFRET art = TR-FRET signal artefacts, primary screen, artefact control for PPARgamma SRC-2 agonist project, biochemical; TR-FRET artefact counter-screen; hits give high values; TR-FRET ratio at 8 µM; 0.4% of 200,000 active; in the data active = TR-FRET ratio above about 2000; also: inactives centre near 1500
# bIAP inh = bovine intestinal alkaline phosphatase inhibitors, primary screen, selectivity assay for TNAP inhibitor project, biochemical, bovine IAP, CDP-star luminescence. AID 1019, 2008. alkaline phosphatase, intestinal [Bos taurus]. purified bovine IAP, 30 min. inhibition, % at 20 µM. 190,000 tested, under 10 active;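 active = over 50% inhibition of intestinal alkaline phosphatase at 20 µM in the single-dose screen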
#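 System: Purified bovine intestinal alkaline phosphatase (IAP) enzyme | Input: IAP diluted 1/65,000,000 in the well | Also added: CDP-star chemiluminescent phosphatase substrate, 30 µM final | Dosing: 20 µM single dose | Times: Enzyme reaction for 30 min at room temperature | Detection: Luminescence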
# TLR4-MyD88 BLA = inhibitors of TLR4-MyD88 association in cells, primary screen, cell-based, HeLa CL3-4, BLA complementation, FRET ratio. inhibition, % at 8.4 µM. Toll-like receptor 4 (Homo sapiens) + Myeloid differentiation primary response protein …. AID 861, 2007. 0.18% of 200,000 active. HeLa CL3-4 TLR4/MyD88 BLA complementation; in the data active = inhibition above about 25%;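 also: 0% = vehicle and 100% = reference inhibitor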
# bIAP activator = bovine intestinal alkaline phosphatase activators, primary screen, biochemical, bovine IAP, CDP-star luminescence. alkaline phosphatase, intestinal [Bos taurus]. purified bovine IAP, 30 min; hits give high values; fold of DMSO-control signal, blank-subtracted. activation factor at 20 µM. 0.17% of 200,000 active;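 active = activation factor of 2 or more at 20 µM, a signal rise over negative controls twice the positive control's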
# PPARg SRC-1 ag = PPARgamma agonists recruiting SRC-1 coactivator, primary screen, biochemical | Peroxisome proliferator-activated receptor gamma (Homo sapiens), P37231 | PPARgamma-SRC-1 coactivator recruitment biochemical assay | activation, % at 8 µM | 0.41% of 200,000 active | AID 631, 2007; in the data active = activation above about 19%;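 also: 0% = DMSO and 100% = reference agonist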
# PPARg SRC3 recr = PPARgamma agonists recruiting SRC-3 coactivator, primary screen, biochemical; biochemical PPARgamma/SRC-3 coactivator recruitment assay; Peroxisome proliferator-activated receptor gamma (Homo sapiens), P37231; 0.26% of 200,000 active; AID 731, 2007; activation, % at 8 µM; in the data active = activation above about 23%;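 also: 0% = DMSO and 100% = reference agonist; some compounds past the cut are filed as inactive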
# Redox H2O2 prof = compounds producing H2O2 with reducing agent – biochemical, NIH compound library profiling, artefact control for MLSCN library redox annotation, primary screen; DTT-dependent redox cycling H2O2, phenol red/HRP absorbance; 100% = 100 µM peroxide control, 0% = buffer; activation, % at 10 µM; 0.03% of 200,000 active;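 active = activation of at least 50% relative to the plate's high and low controls in the primary single-dose screen; inactive = activation below 50%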;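 also: compound incubated with DTT at 0.8 mM final as the reducing agent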
# ROMK mod = ROMK potassium channel modulators, primary screen, cell-based, thallium flux, MLSMR library | ATP-sensitive inward rectifier potassium channel 1 (Homo sapiens), P48048 | 2% of 130,000 active | B-score at 10 µM | Tet-inducible ROMK, thallium flux fluorescence; actives lie on both sides | AID 1918, 2009;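 active = signal ratio slope over the read window, or its plate-corrected B-score, at least 3 SD from the plate mean, either direction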;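 also: B-score of the F/F0 ratio slope over 7 to 12 s after thallium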
# Target sequence (P48048 whole entry, looked up): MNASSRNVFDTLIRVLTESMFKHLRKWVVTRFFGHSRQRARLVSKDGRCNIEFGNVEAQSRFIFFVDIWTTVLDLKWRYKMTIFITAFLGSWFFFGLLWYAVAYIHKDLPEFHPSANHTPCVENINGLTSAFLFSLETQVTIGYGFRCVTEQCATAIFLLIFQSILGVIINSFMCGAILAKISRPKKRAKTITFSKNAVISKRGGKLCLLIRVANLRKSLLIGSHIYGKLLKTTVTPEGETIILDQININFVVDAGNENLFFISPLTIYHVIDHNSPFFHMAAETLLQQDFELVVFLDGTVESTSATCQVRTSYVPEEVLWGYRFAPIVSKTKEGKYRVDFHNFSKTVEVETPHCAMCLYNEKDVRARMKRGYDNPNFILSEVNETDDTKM
# S1P3 antag = S1P3 receptor antagonists, primary screen, cell-based | CHO S1P3 NFAT-BLA reporter, FRET fluorescence, antagonist mode | AID 485, 2006 | 0.27% of 170,000 active | inhibition, % at 4.98 µM;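 active = inhibition above the plate cutoff, the mean inhibition of test wells on that plate plus 3 SD, cut at about 28% in these data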;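 also: cells challenged with S1P at its EC80 of 0.8 µM; blue over green emission ratio from cleaved BLA substrate after 4 h stimulation; 0% = S1P-stimulated wells and 100% = unstimulated DMSO-only wells; some compounds past the cut are filed as inactive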
# Target sequence (Q99500 whole entry, looked up): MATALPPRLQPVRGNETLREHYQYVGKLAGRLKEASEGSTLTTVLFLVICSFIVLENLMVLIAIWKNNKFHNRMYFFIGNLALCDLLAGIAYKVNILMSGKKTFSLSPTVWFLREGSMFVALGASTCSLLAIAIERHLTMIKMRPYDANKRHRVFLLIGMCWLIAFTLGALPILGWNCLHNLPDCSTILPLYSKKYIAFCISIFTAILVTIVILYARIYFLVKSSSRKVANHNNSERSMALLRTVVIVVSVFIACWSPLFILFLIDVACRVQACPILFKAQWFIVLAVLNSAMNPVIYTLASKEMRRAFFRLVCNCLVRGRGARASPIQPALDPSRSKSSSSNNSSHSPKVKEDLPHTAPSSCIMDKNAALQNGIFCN
# PPARg SRC-2 ag = agonists of PPARg-SRC-2 recruitment, primary screen, biochemical, HTS | Peroxisome proliferator-activated receptor gamma (Homo sapiens), P37231 | PPARgamma LBD-SRC-2 recruitment | activation, % at 8 µM | 0.34% of 200,000 active | AID 1032, 2008; in the data active = activation above about 22%;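 also: 0% = vehicle and 100% = reference agonist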
# L major viab = Leishmania major promastigote growth inhibition, primary screen. Leishmania major promastigotes, resazurin fluorescence viability. inhibition, % at 10 µM. 9% of 200,000 active; in the data active = inhibition above about 50%;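 also: promastigotes grown with compound for 44 hours at 28 °C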
# * hit, by the source's call; / = not tested or not shown.
SMILES,SRC2 TRFRET art,bIAP inh,TLR4-MyD88 BLA,bIAP activator,PPARg SRC-1 ag,PPARg SRC3 recr,Redox H2O2 prof,ROMK mod,S1P3 antag,PPARg SRC-2 ag,L major viab
O=C1c2ccccc2C(=O)N1CC(=O)N1c2ccccc2Sc2ccc(C(F)(F)F)cc21,1585,4,-7,1,5,0,1.6,/,-3,3,0
CCCCCCc1nnc(N)s1,1636,14,-2,0.9,3,1,0.3,-0.65,/,4,-6
N#CCCN/N=C(/Cc1nc2ccccc2[nH]1)c1ccc(Cl)cc1,1567,-3,-15,1,3,-3,-0.1,-0.77,/,9,33
CCOC(=O)C1(CCOc2ccccc2)CCN(C(=O)c2cncs2)CC1,1556,-7,-17,1.1,2,-5,-1.7,-0.22,-4,-10,6
Cc1ccnc(N=Cc2c(O)ccc3oc4c(c23)CCCC4)c1,1607,-15,-5,1.1,-2,4,-0.4,-0.83,-1,5,90*
O=C(/C=C/c1ccco1)NC(=S)Nc1cccc(-c2nc3ccccc3s2)c1,1676,/,-10,/,6,18,-3.7,/,/,8,7
CN(c1ccc(OCC(=O)N2CCOCC2)cc1)S(=O)(=O)c1ccc(Cl)cc1,1566,6,-19,0.9,-4,-1,0.4,-1.3,-9,-14,12
CCN1CCN(CCCNC(=O)c2cc3c(=O)[nH]c4ccccc4c3s2)CC1,1280,7,8,0.9,2,-5,0.4,-1.4,/,8,9
COc1cc(CCNc2ccc3nnc(-c4ccccc4)n3n2)cc(OC)c1OC,1382,33,-2,0.7,5,2,0.0,-0.12,-3,10,11
Cn1c2ccccc2c2c(C(=O)NCC3CCCO3)cn(C3CCCC3)c(=O)c21 (stereo not drawn),1665,-1,-10,1,6,3,0.5,/,/,12,8
CC/C(=N\NC(=O)CSc1ncccn1)c1ccc2c(c1)OCCO2,1645,-29,-11,1.3,9,1,-0.4,-0.071,17,3,-9
O=C(CN1CCN(Cc2ccc(F)cc2Cl)C1=O)NCCc1ccc(Cl)cc1,1611,6,-1,0.9,-1,2,-0.9,-1.5,/,0,-5
COc1ccccc1-c1cc(C(=O)Nc2ccccc2SC)no1,1414,5,-2,1,-5,2,4.2,0.33,20,3,-6
CC1CCCN(C(=O)C23CCC(C)(C(=O)C2)C3(C)C)C1 (stereo not drawn),1560,2,-2,1,-9,3,0.0,0.61,/,2,-3
O=C(CSc1nncs1)Nc1ccc2c(c1)OCO2,1391,0,-9,1,5,-1,-0.1,-1.5,6,-3,5
Cc1cccc(-n2c(Cc3cc(=O)[nH]c(=O)[nH]3)nnc2SCC(=O)Nc2cccc(C(F)(F)F)c2)c1,1784,-8,8,1.1,9,2,0.4,/,-26,0,-2
S=C(Nc1cccc(Cl)c1)NC1CC2CCCC(C1)N2C1CCCC1 (stereo not drawn),1608,-1,-3,1,6,-4,0.0,-1.8,-9,1,73*
C=CCn1c(O)c(C2=c3ccccc3=NC2=O)s/c1=N/c1nccs1,1380,33,10,0.7,1,4,-0.6,/,-3,-2,5
CCc1ccc(OCCNC(=O)c2ccccc2SCc2ccccc2)cc1,1461,15,1,0.8,-10,2,2.1,/,/,-8,3
CCOC(=O)c1c(NC(=O)CSc2nnc(C)c(=O)[nH]2)sc2c1CCCC2,1425,4,7,1,4,1,0.1,0.5,/,7,-7
O=C(NC1CCCCC1)N1CCSC1=Nc1ccccc1,1544,2,3,1,-2,-1,-1.0,0.25,/,2,19
CC(c1ccc(Cl)cc1)n1c(-c2ccc3ccccc3n2)n[nH]c1=S (stereo not drawn),1514,2,1,1,4,11,-7.2,/,/,4,9
Cc1nnc(SCC(=O)Nc2nsc(-c3ccc(Cl)cc3)n2)s1,1324,18,4,0.8,-9,4,0.2,0.25,/,8,0
CC[N+]1(C)CCC(=C2c3ccccc3CC(=O)c3sccc32)CC1 (stereo not drawn),1609,16,-15,0.8,-5,-15,13,/,/,-2,-6
CC(CCc1ccco1)NC(=O)CSc1cc(=O)n(C)c2ccccc12 (stereo not drawn),1806,-5,11,1,8,6,0.2,0.44,7,8,-5
COc1ccc(NC(=O)Cn2nnc(-c3ccccc3NC(=O)C3CC3)n2)cc1,1723,12,8,0.9,7,-2,-3.1,/,-33,11,7
O=C(c1cnn(-c2ccccc2)c1)c1ccccc1O,1644,4,-10,1,7,6,0.4,/,9,-1,-4
CCC/C(C)=N/NC(=O)c1ccccc1O,1491,13,2,0.9,1,0,0.2,/,1,8,-8
CCc1nc2oc3ccccc3c(=O)c2c(=O)n1-c1ccccc1,1684,-3,3,1,10,15,0.5,0.022,-30,-1,8
O=C(CSc1nc2ccccc2s1)N1c2ccccc2Sc2ccc(C(F)(F)F)cc21,1559,23,-5,0.8,4,1,0.1,/,/,-3,14
COc1ccc(CCNC(=O)Cc2c(Cl)cccc2Cl)cc1,1879,-4,-11,1,6,5,-0.9,-0.68,-24,12,-5
CCOC(=O)CSC1=C(C#N)C(c2ccccc2F)C(C(C)=O)=C(C)N1 (stereo not drawn),1476,-3,3,1,12,5,-0.3,-0.43,27,2,-12
COc1ccc(N2C(=O)CC(c3ccc(OC(C)C)cc3)C2=O)cc1 (stereo not drawn),/,2,/,1,/,/,-1.3,/,-28,/,-10
O=C(Nc1ccc(N2CCCC2=O)cc1)c1cccc(F)c1,1406,-4,-4,1,-7,-1,2.4,/,-1,4,-8
CC1CCc2c(sc3ncn(CC(=O)N4CCCCC4)c(=O)c23)C1 (stereo not drawn),1558,-6,-1,1.1,-1,1,-0.4,-0.83,0,2,-3
O=C(COc1ccccc1Cl)NCCC1=CCCCC1,1410,5,3,0.9,2,-6,0.8,/,-15,0,-2

# Grouped by structure: those above with a furan ring, fused or not
SMILES,SRC2 TRFRET art,bIAP inh,TLR4-MyD88 BLA,bIAP activator,PPARg SRC-1 ag,PPARg SRC3 recr,Redox H2O2 prof,ROMK mod,S1P3 antag,PPARg SRC-2 ag,L major viab
Cc1ccnc(N=Cc2c(O)ccc3oc4c(c23)CCCC4)c1,1607,-15,-5,1.1,-2,4,-0.4,-0.83,-1,5,90*
O=C(/C=C/c1ccco1)NC(=S)Nc1cccc(-c2nc3ccccc3s2)c1,1676,/,-10,/,6,18,-3.7,/,/,8,7
CC(CCc1ccco1)NC(=O)CSc1cc(=O)n(C)c2ccccc12 (stereo not drawn),1806,-5,11,1,8,6,0.2,0.44,7,8,-5

# (further entries)
SMILES,SRC2 TRFRET art,bIAP inh,TLR4-MyD88 BLA,bIAP activator,PPARg SRC-1 ag,PPARg SRC3 recr,Redox H2O2 prof,ROMK mod,S1P3 antag,PPARg SRC-2 ag,L major viab
Cc1cc2oc(=O)cc(CN3CCc4ccccc43)c2cc1Cl,1689,20,-3,0.8,4,-3,-1.1,-2.5,14,1,3
COC(=O)c1ccc(C(=O)OC)c(NC(=S)N2CCC(C)CC2)c1,1569,5,-5,0.9,-5,-4,-0.1,0.28,-5,4,-5
Cc1c(CCOC(=O)C23CC4CC(CC(C)(C4)C2)C3)sc[n+]1CC(=O)c1ccccc1,1396,29,6,0.7,-4,1,0.1,-5.9*,-11,-3,3
Brc1ccc2c(c1)C(c1ccc(N3CCOCC3)cc1)=NNC(c1cccs1)=N2,1395,10,1,0.9,8,7,0.5,/,/,7,78*
O=C(CN1C(=O)C2CCCN2C(=O)c2ccccc21)Nc1ccccc1-n1cccc1 (stereo not drawn),1636,/,1,/,9,10,-1.1,/,-20,17,-7
C/C(=C\C(=O)c1cccnc1)Nc1ccc(C(=O)O)cc1,1412,6,-2,0.9,-3,9,0.2,/,/,-1,-3
CC(NC(=O)/C(C#N)=C/c1cn[nH]c1-c1ccccc1)c1ccccc1 (stereo not drawn),1516,-28,-11,1.3,-2,6,-4.7,-0.83,/,10,16
Cc1cccc(CC(=O)Nc2cc(=O)n(C)c(=O)n2C)c1,1542,6,-2,0.9,-5,4,-0.3,/,-24,-1,-6
COCCn1nnnc1CN(Cc1cc2cc(OC)c(OC)cc2[nH]c1=O)C1CCCC1,1560,0,11,1,10,16,1.0,-0.041,-17,11,4
Cc1ccc(OCC(=O)N/N=C\c2ccc(O)c([N+](=O)[O-])c2)c([N+](=O)[O-])c1,1468,5,-1,0.9,6,7,1.1,1.4,3,6,-8
CC(C)(C)NC(=O)C12CCC(C)(c3nc4ccccc4nc31)C2(C)C (stereo not drawn),1542,2,5,1,-6,-10,1.4,1.3,/,-3,6
CCNc1oc(COc2cccc(C)c2)nc1C#N,1426,16,-4,0.8,1,-1,-1.1,0.12,/,-2,-9

# Single records, from the list above. Order of screens: SRC2 TRFRET art, bIAP inh, TLR4-MyD88 BLA, bIAP activator, PPARg SRC-1 ag, PPARg SRC3 recr, Redox H2O2 prof, ROMK mod, S1P3 antag, PPARg SRC-2 ag, L major viab
# `O=C(CN1C(=O)C2CCCN2C(=O)c2ccccc21)Nc1ccccc1-n1cccc1` (stereo not drawn) is listed with 1636, /, 1, /, 9, 10, -1.1, /, -20, 17, -7
# `Cc1ccc(OCC(=O)N/N=C\c2ccc(O)c([N+](=O)[O-])c2)c([N+](=O)[O-])c1` is listed with 1468, 5, -1, 0.9, 6, 7, 1.1, 1.4, 3, 6, -8

# Next part
SMILES,SRC2 TRFRET art,bIAP inh,TLR4-MyD88 BLA,bIAP activator,PPARg SRC-1 ag,PPARg SRC3 recr,Redox H2O2 prof,ROMK mod,S1P3 antag,PPARg SRC-2 ag,L major viab
CC(C)(C)c1ccc(C(=O)Nc2cccc3c(=O)[nH][nH]c(=O)c23)cc1,1613,8,29*,0.9,14,5,-0.8,-2.2,38*,5,-6
COc1ccc(C(C#N)N2N=C(C)CC2(C)C)cc1 (stereo not drawn),1458,10,-2,0.9,-1,2,1.3,/,/,-9,-3
COc1ccc(C2CC(C(F)(F)F)n3nc(C(=O)NCCN4CCOCC4)cc3N2)cc1 (stereo not drawn),1399,-11,16,1.1,12,-5,-0.3,/,-20,3,-8
COc1cc(-c2[nH]ncc2CN2CCCC2c2nonc2C)cc(OC)c1OC (stereo not drawn),1544,-8,5,1.1,-2,6,-0.4,0.058,-11,10,-1

# Assay outcomes as filed in PubChem.

# Rows are unselected. Share with any hit: about 11%.
